Bioassay records (PubChem)
AID2073 – inhibitors of Mint1-CaV2.2 protein interaction, biochemical, HTRF (AID 2073) | Voltage-dependent N-type calcium channel subunit alpha-1B (Homo sapiens) | HTRF protein-protein interaction, Mint1-CaV2.2; higher % means a stronger effect | inhibition, % at 20 µM, or IC50 in µM where a hit was titrated | 290,000 compounds, 0.19% hits; in the data active = inhibition mostly above about 51%, no sharp cut-off; inconclusive = no clear call, values can overlap the other calls; inactive = mostly below about 53%; also: some results filed as inactive read as strong as hits
M1AAP inhibition – P. falciparum M1AAP inhibitors, biochemical, fluorogenic H-Leu-NHMec substrate, 1536-well (AID 1445); Aminopeptidase N (Plasmodium falciparum (isolate 3D7)); recombinant M1AAP, H-Leu-NHMec fluorogenic kinetic assay; higher % means a stronger effect; inhibition, % at 30 µM; hits with a dose series show IC50 in µM; 220,000 compounds, 0.42% hits;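 active = primary inhibition above the hit cutoff, then over 50% inhibition at one or more dose response concentrations, cut at about 23% in these data, passing the limit was not always enough; inconclusive = conflicting primary data, or primary hits not chosen for dose response; inactive = low primary inhibition, or under 50% at every dose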;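 also: plate controls were DMSO full reaction for no effect and no enzyme background for full effect; strong numbers were not always called active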
GPR55 beta-arrestin – GPR55 agonists via beta-arrestin recruitment, primary screen, imaging, U2OS cells, beta-arrestin-GFP redistribution (AID 1961). G-protein coupled receptor 55 (Homo sapiens). U2OS GPR55 beta-arrestin-GFP redistribution imaging; higher % means a stronger effect. activation, % at 10 µM, or EC50 in µM where a hit was titrated. 290,000 compounds, 0.048% hits;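 active = activation above 40% with more than 50 cells counted in the well; inconclusive = wells holding fewer than 50 cells, flagged as toxic or sparse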;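 also: U2OS osteosarcoma cells stably expressing GPR55 and beta-arrestin-GFP; plate controls were DMSO negative control for no effect and LPI positive control for full effect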
NOD1 inhibition – NOD1 signaling inhibitors, primary screen, cell-based, luminescence, uHTS (AID 1578); NOD1-driven NF-kB luciferase reporter cells, luminescence; higher % means a stronger effect; one-dose inhibition, % at 4 µM; EC50 in µM for titrated hits; 290,000 compounds, 1% hits; in the data active = inhibition mostly above about 36%, no sharp cut-off; inactive = mostly below about 34%;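 also: HEK-293T reporter cells stimulated with the NOD1 agonist gamma-tri-DAP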
Dynein cargo inh – inhibitors of GR-EGFP nuclear translocation, primary screen, dynein cargo transport inhibitor project, imaging, high-content, 3617.4 mouse cells; test concentration mostly 20 µM; stimulated with dexamethasone, 1 µM; hits give low values; z-score, hits read low; 220,000 compounds, 0.47% hits; AID 1381, 2008;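 active = plate z-score of nuclear minus cytoplasmic receptor signal below a set negative limit, without overly bright fluorescence or cell loss, cut at about -3.5 in these data, passing the limit was not always enough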;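 also: z-score of nuclear minus cytoplasmic ring GR-EGFP intensity difference per well; some compounds called inactive have numbers as strong as hits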
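Buffer or medium: tet-free, stripped-serum medium; Also added: dexamethasone, 1.0 µM final; Technique: high-content fluorescence imaging after fixation; Times: 48 h induction, 1 h compound, 30 min dex at 37 °C; Read-out: per-cell GR-EGFP intensity, nucleus versus surrounding cytoplasmic ring, well-averaged.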
KOR beta-arrestin-1 – KOR antagonists, beta-arrestin recruitment, cell-based, luminescence, uHTS (AID 1778); Kappa-type opioid receptor (Homo sapiens); KOR beta-arrestin recruitment, luminescence, antagonist mode; higher % means a stronger effect; one-dose inhibition, % at 10 µM; IC50 in µM for titrated hits; 290,000 compounds, 0.091% hits; also: strong numbers were not always called active
NOD2 inhibition – NOD2 signaling inhibitors, cell-based, luminescence, uHTS, HEK293 (AID 1566) | HEK293 NOD2/NF-kB luciferase reporter, luminescence; higher % means a stronger effect | inhibition, % at 4 µM; hits with a dose series show EC50 in µM | 290,000 compounds, 0.63% hits; also: many of its hits are not listed in these tables
KOR beta-arrestin-2 – KOR agonists, beta-arrestin recruitment, primary screen, cell-based, luminescence, uHTS (AID 1777); Kappa-type opioid receptor (Homo sapiens); 280,000 compounds, 0.02% hits; activation, % at 10 µM; hits with a dose series show EC50 in µM; KOR beta-arrestin recruitment, luminescence; higher % means a stronger effect; in the data active = activation above about 50%, passing the limit was not always enough; also: a part of the inactive calls stands beside numbers as strong as those of hits
P. falciparum M17LAP – P. falciparum M17LAP inhibitors, primary screen, biochemical, fluorogenic H-Leu-NHMec substrate, 1536-well (AID 1619) | Leucine aminopeptidase (Plasmodium falciparum (isolate 3D7)) | recombinant M17LAP, H-Leu-NHMec fluorogenic kinetic assay; higher % means a stronger effect | one-dose inhibition, % at 30 µM; IC50 in µM for titrated hits | 220,000 compounds, 0.38% hits;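 active = compound inhibiting the enzyme by more than half at any dose during confirmatory dose-response retesting; inconclusive = strong single-dose inhibitors picked by rank but not retested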;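 also: plate controls were full reaction with DMSO carrier for no effect and no enzyme background for full effect; strong numbers were not always called active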
Dynein cargo inh cytoplasmic EGFP – also measured in Dynein cargo inh; calls as there; z-score; measured here: cytoplasmic GR-EGFP intensity; hits give high values
Dynein cargo inh nuclear GR-EGFP – further read-out of Dynein cargo inh, marked with its call; z-score; measured here: nuclear GR-EGFP intensity;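 lower value marks the stronger effect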
Dynein cargo inh cell count – also measured in Dynein cargo inh; calls as there; z-score; measured here: cell count per field
An asterisk follows results filed as active; ? = inconclusive; nt = no result given; & = joins results of further samples; [ ] = remark or other dose. Rule as the data show it, unless noted: active = inhibition above about 50%; inactive = the rest. An excerpt; rates above refer to the full screens.

SMILES | AID2073 | M1AAP inhibition | GPR55 beta-arrestin | NOD1 inhibition | Dynein cargo inh | Dynein cargo inh cytoplasmic EGFP | Dynein cargo inh nuclear GR-EGFP | Dynein cargo inh cell count | KOR beta-arrestin-1 | NOD2 inhibition | KOR beta-arrestin-2 | P. falciparum M17LAP
CCCn1c(=O)c(-c2nc3ccccc3[nH]2)c(O)c2ccccc21 | -44.2% | 5.8% | 0.0% | -14.1% | -0.651 | -0.292 | -0.273 | 0.489 | -11.1% | 8.9% | 1.6% | 1.4%
O=C(c1ccc(NC2=NC3CS(=O)(=O)CC3S2)cc1)N1CCN(c2ccccc2)CC1 (stereo not drawn) | 10.6% | nt | -0.1% | 42.2% | nt | nt | nt | nt | -29.7%[20 µM] | 8.7% | -2.8% | nt
Cc1nc(N=Nc2ccc(O)cc2)n[nH]1 | -14.5% | 22.3% | -1.9% | -10.0% | -0.793 | -0.106 | 0.192 | -0.0954 | -3.0% | -29.4% | -0.8% | 31.6%
CCCCc1cc(=O)oc2cc(C)cc(OCc3nn[nH]n3)c12 | 17.1% | 63.6µM* | -0.3% | 6.7% | 2.85 | -0.156 | 0.797 | -1.3 | 7.2% | 15.8% | -6.9% | -17.4%
Cc1c(Cc2ccccc2)c(=O)oc2cc(OCC(=O)c3ccccc3)ccc12 | 2.7% | -9.7% | -0.5% | 41.2% | 0.369 | -0.245 | 0.719 | -0.541 | 29.9% | 24.6% | 2.4% | -1.9%
COc1ccccc1OCC(=O)O | -8.8%&2.0% | 2.7%&-6.0% | -0.3%&0.0% | -4.4%&-23.3% | -0.418&-0.942 | -0.201&-0.238 | 0.12&-0.269 | 0.107&0.906 | -19.5%&20.0% | 1.9%&12.2% | -1.8%&-2.9% | -3.3%&-4.2%
Cc1cccc(N(Cc2cc(=O)[nH]c3ccccc23)C(=O)C(C)C)c1 | -3.6% | 3.2% | 0.6% | -7.7% | 1.24 | -0.215 | 0.591 | -1.06 | 28.9% | 26.9% | -0.1% | 7.9%
Cc1ccc(N=C2S/C(=C/c3cccc(OCC(=O)O)c3)C(=O)N2C)cc1C | 16.0% | nt | -0.1% | -4.2% | nt | nt | nt | nt | -32.8% | 8.5% | 4.8% | nt
Cc1ccc(NC(=O)c2cc(-c3ccco3)nc3ccccc23)cc1S(=O)(=O)N1CCOCC1 | 67.6% | 12.8% | -0.2% | 14.8% | -0.641 | -0.335 | 0.0137 | 0.594 | 12.8% | 3.3% | -3.9% | -1.3%
O=c1c2c3c(sc2nc2n1CCC2)CCCCC3 | 9.3% | nt | 0.4% | -41.0% | 1.01 | 0.121 | 1.32 | -2.08 | -9.0%[20 µM] | -19.0% | nt | nt
Cc1ccc(C(=O)N/C(=C\C=C\c2ccccc2)C(=O)NCc2ccco2)cc1 | -0.2% | 0.5% | -0.3% | -16.1% | -0.413 | -0.246 | -0.331 | 1.24 | 1.7% | 8.7% | -0.9% | 1.1%
COC(=O)CCN(C)CCC(=O)OC | 0.1% | 1.7% | -0.1% | -40.4% | -0.779 | -0.205 | -0.221 | 0.925 | 10.3% | 4.4% | -3.9% | -2.5%

In another format: entries from further up
> CCCCc1cc(=O)oc2cc(C)cc(OCc3nn[nH]n3)c12
  AID2073: 17.1%
  M1AAP inhibition: 63.6µM*
  GPR55 beta-arrestin: -0.3%
  NOD1 inhibition: 6.7%
  Dynein cargo inh: 2.85
  Dynein cargo inh cytoplasmic EGFP: -0.156
  Dynein cargo inh nuclear GR-EGFP: 0.797
  Dynein cargo inh cell count: -1.3
  KOR beta-arrestin-1: 7.2%
  NOD2 inhibition: 15.8%
  KOR beta-arrestin-2: -6.9%
  P. falciparum M17LAP: -17.4%

> Cc1c(Cc2ccccc2)c(=O)oc2cc(OCC(=O)c3ccccc3)ccc12
  AID2073: 2.7%
  M1AAP inhibition: -9.7%
  GPR55 beta-arrestin: -0.5%
  NOD1 inhibition: 41.2%
  Dynein cargo inh: 0.369
  Dynein cargo inh cytoplasmic EGFP: -0.245
  Dynein cargo inh nuclear GR-EGFP: 0.719
  Dynein cargo inh cell count: -0.541
  KOR beta-arrestin-1: 29.9%
  NOD2 inhibition: 24.6%
  KOR beta-arrestin-2: 2.4%
  P. falciparum M17LAP: -1.9%

(listing goes on)
SMILES | AID2073 | M1AAP inhibition | GPR55 beta-arrestin | NOD1 inhibition | Dynein cargo inh | Dynein cargo inh cytoplasmic EGFP | Dynein cargo inh nuclear GR-EGFP | Dynein cargo inh cell count | KOR beta-arrestin-1 | NOD2 inhibition | KOR beta-arrestin-2 | P. falciparum M17LAP
COc1cc(C2C(C#N)=C(N)Oc3cc(C)oc(=O)c32)cc2c1OCO2 (stereo not drawn) | 21.3% | 1.6% | -0.2% | -12.5% | 0.0657 | -0.175 | 0.175 | 0.435 | 16.6% | -8.3% | nt | -10.6%
C=CCNC(=O)c1cc(Cl)ccn1 | -5.2% | 5.8% | -0.3% | -39.8% | 0.503 | -0.297 | 0.12 | -0.168 | -3.3% | 1.1% | -4.3% | 1.5%
O=C(CSc1nnc(-c2ccncc2)n1-c1ccccc1)NC1CC1 | 9.1% | nt | -0.1% | -25.3% | nt | nt | nt | nt | 9.2% | 4.0% | 13.0% | nt
COc1cccc(/C=C2\CCC(C3CCCC3)C2=O)c1 (stereo not drawn) | 6.1% | nt | 0.3% | -1.3% | nt | nt | nt | nt | -21.1% | -1.2% | -2.4% | nt
CCN(CC)S(=O)(=O)c1ccc(C)c(NC(=O)COC(=O)C=C(C)C)c1 | 6.2% | 1.8% | -0.1% | 6.4% | -0.108 | -0.0997 | -0.0205 | 0.29 | 13.2% | 24.2% | 5.3% | 1.6%
Oc1cccc(C=NCc2ccccc2)c1 | 17.8% | -1.9% | -0.2% | -4.7% | -0.736 | -0.11 | -0.124 | 0.616 | -25.3% | 17.1% | -1.3% | 14.1%
COc1ccc(N2CCN(C(CNC(=O)C(C)C)c3ccc4c(c3)OCO4)CC2)cc1 (stereo not drawn) | 12.2% | nt | 0.2% | -12.6% | nt | nt | nt | nt | 4.3% | 2.7% | 7.2% | nt
Cc1cccc(CCNCc2c(C(=O)O)c(C)n(-c3ccccc3)c2C)c1 | 7.4% | nt | -0.3% | 4.6% | nt | nt | nt | nt | 6.9% | 19.3% | 6.6% | nt
Cc1c(C(=O)NCCc2ccccc2)oc2ccccc12 | -6.5% | nt | 3.5% | -100.0% | nt | nt | nt | nt | -12.2% | -204.6% | -2.0% | nt
Cn1[nH]c(C(F)(F)F)c(C=NCc2ccc(Cl)cc2)c1=O | -1.4% | -0.2% | -0.4% | -24.8% | -0.828 | -0.319 | -0.484 | 0.802 | 16.0% | -3.9% | 0.8% | 4.8%
CCC(C)NS(=O)(=O)c1ccc(NC(=O)C2CCN(C(=O)c3ccco3)CC2)cc1 (stereo not drawn) | ? | nt | 0.0% | 6.5% | nt | nt | nt | nt | -33.3% | 15.9% | -1.8% | nt
CCc1nnc(NS(=O)(=O)c2ccc(NC(=O)c3ccco3)cc2)s1 | -2.5% | 2.2% | -0.6% | -36.6% | 0.0447 | -0.227 | 0.317 | -0.462 | -26.8% | 12.9% | -2.5% | 8.8%
Cc1nc2c3ccccc3nc(NNC(=O)CCC(=O)N3CCN(c4ccc(F)cc4)CC3)n2n1 | -8.6% | nt | -0.1% | -4.9% | nt | nt | nt | nt | 4.2% | -9.6% | 3.7% | nt
COc1ccc(C(=O)N2CC=C(c3ccccc3)CC2)cc1S(=O)(=O)N1CCOCC1 | -4.2% | 5.3% | -0.2% | -14.9% | 0.77 | -0.302 | 0.543 | -0.338 | 12.9% | 11.4% | 1.4% | 9.1%
CC1=CN2C(=N)/C(=C/c3ccc(Sc4ccc(C)cc4)o3)C(=O)N=C2S1 | 7.5% | 2.7% | -0.3% | -6.2% | -0.322 | -0.197 | -0.502 | 0.432 | -32.1% | 11.1% | 12.4% | -15.9%
CC(=O)Nc1ccc(S(=O)(=O)Nc2cc(-c3ccccc3)nn2C)cc1 | -6.0% | 1.6% | -0.1% | -0.2% | -0.973 | -0.229 | -0.389 | 0.766 | 32.5% | 8.2% | 0.9% | 3.8%
CN1CCN(C(=O)c2ccccc2NC(=O)c2ccccc2)CC1 | 12.7% | nt | -0.1% | -22.0% | nt | nt | nt | nt | 2.2% | 6.3% | -1.3% | nt
Cn1nc([N+](=O)[O-])nc1Oc1ccccc1C(=O)N1CCOCC1 | 1.6% | -2.5% | 0.2% | -29.5% | -0.216 | -0.274 | 0.612 | -0.603 | -14.9% | -4.3% | -2.6% | -1.0%
CC(C)N1CCc2c(sc(NC(=O)c3cc4cc([N+](=O)[O-])ccc4s3)c2C(N)=O)C1 | 20.0% | 13.6% | -0.1% | -69.2% | -0.0786 | 7.79 | 1.51 | -0.0198 | 29.1% | 14.0% | 1.7% | -2.5%
CCc1nnc(NC(=O)CS(=O)(=O)Cc2ccccc2)s1 | -0.5% | nt | 0.3% | 3.9% | nt | nt | nt | nt | 5.5% | 0.8% | -1.2% | nt
O=C(Cn1cc(C(F)(F)F)ccc1=O)N/N=C/c1ccc(Cl)c(Cl)c1 | 1.7% | 1.4% | 0.6% | -22.0% | 0.0762 | -0.179 | -0.142 | 0.0169 | 5.4% | 7.2% | -3.2% | 7.5%
CC(C)CCN1C(=O)C2(OCCCO2)c2cc(Cl)ccc21 | -6.5% | nt | -0.1% | -32.6% | nt | nt | nt | nt | -15.5% | -7.2% | 3.7% | nt
Cc1ccc(NC(=O)N(Cc2ccco2)C(C)c2ccco2)cc1C (stereo not drawn) | -6.2% | -7.3% | -1.7% | 12.9% | -0.248 | -0.196 | -0.0921 | 0.568 | 3.7% | 11.2% | -1.3% | 12.7%
CCOC(=O)C1(CCc2ccccc2)CCN(C(=O)Cc2nonc2C)CC1 | -6.2% | -1.3% | 0.2% | -37.8% | 1.93 | -0.278 | 0.0928 | -0.237 | -27.8%[20 µM] | -16.2% | -13.0% | 1.5%
